GC-A act: GC-A (human) enzyme activation. P16066. HEK293 GC-A cells, cGMP TR-FRET, EC30 ANP; 0% at EC30 ANP, 100% saturating ANP. activation, % at 10 µM. hit rate 0.14% among 370,000; in the data active means activation above about 40%
HTRA1 inhibitor: blocks human HTRA1 serine peptidase. inhibition, % at 5.96 µM. hit rate 0.5% among 340,000. Q92743. recombinant HTRA1, FP-rhodamine activity-based probe, fluorescence polarization. AID 504803; in the data active means inhibition above about 36%;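 further: 0% = enzyme with DMSO and 100% = wells lacking enzyme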
Target sequence (Q92743 whole entry, looked up): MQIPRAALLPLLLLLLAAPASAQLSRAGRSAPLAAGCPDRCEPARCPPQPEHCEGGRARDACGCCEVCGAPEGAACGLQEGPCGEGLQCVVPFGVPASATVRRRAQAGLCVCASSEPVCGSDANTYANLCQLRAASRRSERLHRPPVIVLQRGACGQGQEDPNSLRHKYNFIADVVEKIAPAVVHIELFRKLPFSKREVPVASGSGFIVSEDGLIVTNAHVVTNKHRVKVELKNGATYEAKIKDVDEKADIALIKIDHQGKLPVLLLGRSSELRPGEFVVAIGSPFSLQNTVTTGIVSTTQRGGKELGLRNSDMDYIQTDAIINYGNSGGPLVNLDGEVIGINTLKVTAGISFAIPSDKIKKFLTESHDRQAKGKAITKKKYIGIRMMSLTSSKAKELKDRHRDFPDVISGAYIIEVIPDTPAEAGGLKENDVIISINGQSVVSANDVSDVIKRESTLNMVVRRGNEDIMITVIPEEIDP
PG9 Ab binder: PG9 antibody binding by small molecule | inhibition, % at 6.7 µM | TR-FRET gp120-PG9 antibody binding | hit rate 0.43% among 360,000 | AID 624416; in the data active means inhibition above about 8.5%
ARFGAP1 inh: inhibits rat ARF GTPase activating protein 1; Arfgap1-stimulated ARF1 GTP hydrolysis, GDP FP detection; Q62848; inhibition, % at 16.5 µM; hit rate 0.26% among 360,000;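 active means inhibition above a per-plate limit, mean inhibition of low control wells plus 3 SD, cut at about 25% in these data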;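 further: 0% = DMSO wells with enzyme and 100% = wells lacking Arfgap1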
Target sequence (Q62848 1-136 limits assumed): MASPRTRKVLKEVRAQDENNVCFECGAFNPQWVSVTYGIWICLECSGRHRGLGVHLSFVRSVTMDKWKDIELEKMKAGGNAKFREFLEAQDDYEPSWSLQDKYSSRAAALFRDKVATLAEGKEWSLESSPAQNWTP
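Material – truncated rat Arfgap1 GAP domain · Buffer or medium – HEPES-based buffer, pH 7.5 · Reagent – human ARF1(Δ1-17)-GTP substrate · Dosing – 16.5 µM single point, 1.26% DMSO · Schedule – GTP hydrolysis reaction 2 h at 25 °C · Technique – GDP detection by fluorescence polarization · Benchmarks – No-Arfgap1 wells (100%) versus DMSO full-reaction wells (0%) · Repeats – single replicate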
NPR2 activator: GC-B (human) receptor activation; HEK293-GC-B cells, CNP EC30, cGMP TR-FRET; 0% at EC30 CNP, 100% saturating CNP; activation, % at 10 µM; hit rate 0.11% among 370,000; AID 1920062;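 active means activation at 10 µM reaching about 35% in either raw or pattern-adjusted values, limit read from the data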
ASAP1 GAP inh: blocks human ASAP1-stimulated Arf1 GTP hydrolysis | GDP FP detection | AID 624377 | Q9ULH1 | inhibition, % at 16.5 µM | hit rate 0.19% among 360,000; in the data active means inhibition above about 25%;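 further: 0% = vehicle with enzyme and substrate and 100% = no enzyme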
Target sequence (Q9ULH1 325-724 limits assumed): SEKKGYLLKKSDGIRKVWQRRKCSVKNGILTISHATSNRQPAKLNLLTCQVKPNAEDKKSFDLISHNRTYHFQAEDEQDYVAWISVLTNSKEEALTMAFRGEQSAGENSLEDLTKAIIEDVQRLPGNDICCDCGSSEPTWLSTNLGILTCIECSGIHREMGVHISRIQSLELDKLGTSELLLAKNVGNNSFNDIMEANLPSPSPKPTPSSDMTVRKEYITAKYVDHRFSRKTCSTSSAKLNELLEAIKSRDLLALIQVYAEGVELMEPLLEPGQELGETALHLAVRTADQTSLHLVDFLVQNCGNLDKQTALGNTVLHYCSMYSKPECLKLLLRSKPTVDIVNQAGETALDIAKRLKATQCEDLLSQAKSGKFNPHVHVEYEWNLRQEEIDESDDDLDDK
NR1D1 modulator: Rev-erb alpha (human) modulation; Rev-erbα–FITC-DNA binding, fluorescence polarization, 90 min; P20393; AID 1259318; activity, % at 10 µM; hit rate 0.79% among 370,000;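 active means activity above about 14%, limit read from the data; passing the limit was not always enough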;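 further: 0% = DMSO wells with 35 nM protein and 100% = DMSO wells with 750 nM protein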
ABHD4 inh: ABHD4 (mouse) inhibition, primary FP screen; Q8VD66; purified mABHD4, FP-Rh probe fluorescence polarization; inhibition, % at 8.92 µM; hit rate 0.54% among 370,000;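 active means inhibition exceeding the mean over every tested compound plus 3 SD, cut at about 30% in these data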;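 further: 0% = plate median of compound wells and 100% = S159A mutant with DMSO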
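System: mouse ABHD4 enzyme, wild type / Medium: HEPES pH 7.0, NaCl, Pluronic buffer / Reagent: FP-Rh activity-based fluorescent probe / Control set: S159A mutant high control, sample median low control / Detection: fluorescence polarization with parallel and perpendicular emission, 525/598 nm / Schedule: 45 min + 60 min at 25 °C / Compound dosing: 8.92 µM, single dose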
SMARCA2 act: SMARCA2 function activation, primary screen | activation, % at 9.1 µM | MG213 cells, MMTV-luciferase reporter, dexamethasone, overnight | hit rate 1% among 370,000 | AID 652017; in the data active means activation above about 7.8%;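 further: 0% = vehicle wells and 100% = reference activator wells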
rCAG RNA binder: molecules binding r(CAG) RNA repeats; r(CAG) RNA repeat, TO-PRO-1 dye displacement fluorescence; inhibition, % at 3 µM; hit rate 1.3% among 370,000; AID 651821;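 active means inhibition above the plate cutoff, the mean of all test compounds on that plate plus 3 SD, cut at about 35% in these data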;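 further: 0% = DMSO alone and 100% = 100 µM mitoxantrone as full dye displacement; higher means more dye released from RNA so lower well fluorescence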
An asterisk follows results filed as active; · = no result given.

SMILES	GC-A act	HTRA1 inhibitor	PG9 Ab binder	ARFGAP1 inh	NPR2 activator	ASAP1 GAP inh	NR1D1 modulator	ABHD4 inh	SMARCA2 act	rCAG RNA binder
Cc1ccc(CN2C(=O)C(C)(C)Oc3ccc(C(=O)N4CCCCC4)cc32)cc1	-11.3	-6.9	-2.0	3.4	-12.1	-6.4	12.6	-16.0	-4.5	1.7
Clc1cccc(Cl)c1-c1noc(CN2CCOCC2)n1	2.0	-2.3	1.2	12.8	-3.0	-8.4	2.6	5.2	0.0	-3.8
Cc1c([N+](=O)[O-])cc(S(=O)(=O)Nc2ccncc2)cc1[N+](=O)[O-]	2.3	12.1	-0.5	12.0	-2.8	2.1	2.6	0.1	-4.3	3.5
CC(C)C(NCC(=O)Nc1ccccc1C(=O)NC1CC1)c1ccccc1 (configuration not stated)	-0.6	-5.7	0.1	-0.3	3.6	7.3	0.2	-3.8	-3.5	-0.3
O=C(O)C(Cc1ccccc1)N1C(=O)/C(=C/c2cccs2)SC1=S (configuration not stated)	-3.7	·	-4.0	3.3	-3.4	-3.5	-3.3	9.2	-0.4	66.9*
COc1ccc(OCC(=O)N/N=C/c2ccc(O[C@@H]3O[C@H](CO)[C@@H](O)[C@H](O)[C@H]3O)cc2)cc1	0.6	7.0	-1.6	6.8	5.5	8.8	-2.1	3.3	1.4	-0.5
Cc1ccc(Cl)cc1N1CCN(C(=O)CN(C2CCCCC2)S(C)(=O)=O)CC1	3.4	-11.9	1.8	10.7	5.3	3.6	1.7	10.0	-9.1	-7.3
CCOCCOC(=O)C1=C(C)NC(=O)NC1c1cc2c(cc1Br)OCO2 (configuration not stated)	-5.9	2.7	1.5	-2.7	-3.8	3.9	7.6	-3.3	-2.7	-1.7
CCOC(=O)c1cc(-c2ccncc2)nc2c1c(C)nn2C	6.2	1.4	0.4	-2.3	3.5	-3.1	-0.1	-7.3	-8.3	-2.7
CC(=O)c1c(C(C)=O)c(C)n(NC(=O)c2ccccc2O)c1C	0.6	3.4	-1.8	-0.1	1.4	2.6	-8.3	7.5	-0.6	1.6
COC(=O)c1ccc(N=NN2CCOCC2)cc1	2.7	-1.4	-1.0	-3.4	3.7	0.4	-2.5	-7.2	1.1	-1.4
Cc1nc(SCCC(=O)O)c2cc(-c3ccccc3)sc2n1	7.6	8.7	1.8	8.4	-16.2	-15.3	-0.5	0.1	-5.4	5.1
CCCc1nc2c(s1)CCc1onc(-c3ccc(OC)cc3)c1-2	-4.2	-24.8	0.3	4.1	-4.8	3.8	1.1	-1.4	0.9	7.3
COC(=O)C1=C(C)Nc2ncnn2C1c1ccc(OC(=O)c2ccccc2)cc1 (configuration not stated)	4.3	5.2	1.4	12.7	-14.1	-0.2	-0.4	1.8	-2.5	-7.1
O=C(CSc1nnc(-c2ccco2)o1)NC1CCCCCC1	4.2	-2.7	0.6	9.7	4.9	7.5	-3.8	4.7	1.0	2.2
COc1ccc(OC)c(/C=N/NC(=O)CNC(=O)c2cccc3ccccc23)c1	4.2	-14.7	-2.0	10.2	-5.3	-9.1	3.9	-5.0	-2.3	0.1
Cc1cccc(NC(=O)Cc2coc3ccc4ccccc4c23)n1	-2.2	-38.2	0.3	9.3	-5.1	21.1	-0.1	-10.9	-2.3	3.0
Cc1ccc(S(=O)(=O)N/N=C/c2ccc3nccnc3c2)cc1	1.5	-0.1	-1.2	-6.9	-1.5	-15.2	-7.7	0.3	-2.6	4.8
CCCn1cnc2cc(NCc3ccccc3O)ccc21	0.0	15.6	-4.6	10.4	-0.6	19.4	3.2	-3.1	5.8	-2.2
COc1ccccc1-c1nnc2sc(-c3ccc(N(C)C)cc3)nn12	-1.1	-16.6	-0.8	16.0	-2.0	-9.4	-4.5	10.4	-4.0	0.9
O=C(NC(Cc1ccccc1)C(=O)NCc1ccccn1)c1ccco1 (configuration not stated)	0.3	-2.2	-1.4	5.6	-1.8	-2.9	0.1	2.2	-1.3	-0.3
Cc1ccc(CNC(=O)CCS(=O)(=O)c2ccc(Br)s2)cc1	5.7	-7.2	1.8	6.0	-1.5	6.8	4.7	2.1	-2.4	2.4
COCc1cc(=O)n2[nH]cc(-c3ccsc3)c2n1	-3.5	4.8	-2.8	9.9	-6.5	-13.6	-7.1	1.3	0.5	3.6
Cc1ccc(NC(=O)c2cc([N+](=O)[O-])ccc2Cl)c(O)c1	2.5	-3.6	-1.8	-5.1	4.6	-11.1	-0.1	-0.6	3.6	3.8
O=C(CSc1nc(C2CC2)nc2ccccc12)Nc1ccc2c(c1)OCCO2	-0.2	-3.2	-1.5	9.2	1.4	7.6	5.5	1.6	2.1	1.0
Other results.
SMILES	GC-A act	HTRA1 inhibitor	PG9 Ab binder	ARFGAP1 inh	NPR2 activator	ASAP1 GAP inh	NR1D1 modulator	ABHD4 inh	SMARCA2 act	rCAG RNA binder
Cc1noc(C)c1S(=O)(=O)N(CC(=O)NCc1ccc(F)cc1)c1ccc(C(C)C)cc1	-3.6	-0.4	-1.3	4.9	-2.2	3.5	-8.3	-8.1	2.9	-0.6
COc1ccc(Oc2c(-c3cccs3)cnn(-c3ccc(C)cc3)c2=O)cc1	2.7	·	·	·	2.8	·	5.5	-2.0	·	·
COC(=O)C1CN(C(=O)C(C)Oc2ccc(F)cc2)c2ccccc2O1 (configuration not stated)	-4.0	4.1	-1.5	2.5	-7.7	16.6	3.4	-0.2	2.2	-4.3
CC(C)c1ccc(N(C(=O)c2snc(C(N)=O)c2N)C(C(=O)NC2CCCC2)c2ccncc2)cc1 (configuration not stated)	-3.1	-0.8	1.8	-3.1	-8.2	8.9	-1.4	5.7	4.2	6.5
CC(C)(C)c1ccc(NC(=O)COC(=O)CCc2nc3ccccc3c(=O)[nH]2)cc1	0.1	0.2	-0.1	-1.9	-7.8	-0.5	-0.9	2.1	-1.2	1.1
COc1ccc(NC(=O)COc2ccccc2)c(OC)c1	2.2	-2.7	0.9	0.4	0.7	1.2	-2.9	6.9	-3.4	-3.0
CC(C)C[C@H](NC(=O)C1CCC(CNC(=O)[C@@H]2CCCN2C(=O)OC(C)(C)C)CC1)C(=O)O (some centres not stated)	3.5	7.0	-0.3	2.0	3.0	0.3	-0.7	-1.7	0.1	-2.0
CCC(=O)Nc1sc(C(=O)Nc2ccccc2)c(C)c1C(=O)OC	5.8	-62.9	-4.1	-2.1	-1.4	1.1	2.9	-2.2	3.7	2.6
COc1ccc(-c2cc(-c3ccc(Br)cc3)nc3ncnn23)cc1OC	12.9	-11.7	13.0*	2.1	4.5	8.8	24.9*	2.9	-0.5	6.6
Cn1c(=O)c2c(ncn2CC(=O)N/N=C/c2ccc(Br)s2)n(C)c1=O	-1.4	1.4	-0.3	4.9	2.1	-16.2	1.4	-0.7	1.9	-4.9
COCCNc1nc(NCCOc2ccccc2)c2sc(-c3ccccc3)cc2n1	9.6	·	-1.8	19.2	8.3	9.8	0.3	22.4	2.1	4.8
COc1ccccc1NC(=O)c1nn(-c2cccc(C(F)(F)F)c2)ccc1=O	2.6	-6.2	-0.6	2.0	-5.3	10.8	0.5	-0.7	0.0	-3.2
COc1cc(-n2c(=O)c3ccccc3n(Cc3ccccc3)c2=O)cc(OC)c1OC	7.9	3.7	0.7	11.2	16.7	-6.0	-4.5	-1.3	-2.1	-2.2
C=C1[C@@H](CCO)N(S(=O)C(C)(C)C)C[C@@H]1C (some centres not stated)	2.0	·	1.2	-7.5	1.2	5.3	1.2	-5.4	2.8	0.4
Cc1cc(C(=O)COC(=O)c2ccc(Cl)c(S(N)(=O)=O)c2)c(C)n1CC1CCCO1 (configuration not stated)	2.0	-5.2	-1.1	-0.2	9.3	3.9	4.2	1.9	-1.7	3.5
COc1ccc2ccccc2c1/C=N/NC(=O)c1nnn(-c2nonc2N)c1C(C)C	-0.1	-55.1	-1.1	-4.8	6.1	0.7	6.2	-44.5	-0.9	12.2
CSc1ccc(/C=C(\NC(=O)c2ccc(C)cc2)C(=O)NN)cc1	-6.2	·	-2.2	-6.2	-5.8	6.3	1.1	-8.7	0.3	14.2
CCN(C(=O)CN1C=NS(=O)(=O)c2ccccc21)c1ccccc1	0.5	-6.8	1.0	1.0	1.1	3.5	-1.0	-0.4	-0.9	-3.8
O=C(CNC(=O)c1cccc(OC(F)F)c1)OCC(=O)c1ccccc1	1.8	7.7	0.2	-0.4	3.7	22.5	-6.5	-2.0	-1.6	-3.6
CCCn1c(=N)c(C#N)cc2c(=O)n3ccccc3nc21	18.0	1.2	-0.8	14.3	4.9	9.2	-1.8	14.1	-5.3	4.6
COCCn1c(=S)[nH]c2sc3c(c2c1=O)CCC(C)C3 (configuration not stated)	-4.0	-2.3	-0.4	-3.4	-10.0	-9.1	-2.5	2.4	1.2	3.1
CSc1cccc(NC(=O)C2C3C=CC4(O3)C2C(=O)N(CCN2CCOCC2)C4C(=O)NC2CCCCC2)c1 (configuration not stated)	0.5	2.4	1.0	17.2	-3.9	-1.0	1.5	0.5	-0.6	1.2
COc1ccccc1OCCNc1ccc(S(=O)(=O)N2CCCC2)cn1	1.1	-0.1	0.3	5.3	1.0	-0.5	3.8	-3.1	-3.0	-10.0
CCOc1ccc(Nc2oc(Cc3ccccc3)nc2C#N)cc1	2.3	-11.4	-0.4	-5.3	2.2	8.4	-0.9	-10.3	2.8	4.9
CC(=O)Nc1cccc(C(=O)NC2CCCc3c2cnn3-c2ccccc2F)c1 (configuration not stated)	-1.6	1.1	-1.5	8.3	1.5	-8.2	0.9	8.4	-2.4	-4.3

Quoted at random: 2 records from the list.
SMILES	GC-A act	HTRA1 inhibitor	PG9 Ab binder	ARFGAP1 inh	NPR2 activator	ASAP1 GAP inh	NR1D1 modulator	ABHD4 inh	SMARCA2 act	rCAG RNA binder
COc1ccc(-c2cc(-c3ccc(Br)cc3)nc3ncnn23)cc1OC	12.9	-11.7	13.0*	2.1	4.5	8.8	24.9*	2.9	-0.5	6.6
Cn1c(=O)c2c(ncn2CC(=O)N/N=C/c2ccc(Br)s2)n(C)c1=O	-1.4	1.4	-0.3	4.9	2.1	-16.2	1.4	-0.7	1.9	-4.9

5 structures out of the list, ordered by molar mass, largest number first:
SMILES	GC-A act	HTRA1 inhibitor	PG9 Ab binder	ARFGAP1 inh	NPR2 activator	ASAP1 GAP inh	NR1D1 modulator	ABHD4 inh	SMARCA2 act	rCAG RNA binder
CC(C)c1ccc(N(C(=O)c2snc(C(N)=O)c2N)C(C(=O)NC2CCCC2)c2ccncc2)cc1 (configuration not stated)	-3.1	-0.8	1.8	-3.1	-8.2	8.9	-1.4	5.7	4.2	6.5
COc1ccc(OC)c(/C=N/NC(=O)CNC(=O)c2cccc3ccccc23)c1	4.2	-14.7	-2.0	10.2	-5.3	-9.1	3.9	-5.0	-2.3	0.1
CC(C)C(NCC(=O)Nc1ccccc1C(=O)NC1CC1)c1ccccc1 (configuration not stated)	-0.6	-5.7	0.1	-0.3	3.6	7.3	0.2	-3.8	-3.5	-0.3
Clc1cccc(Cl)c1-c1noc(CN2CCOCC2)n1	2.0	-2.3	1.2	12.8	-3.0	-8.4	2.6	5.2	0.0	-3.8
COCCn1c(=S)[nH]c2sc3c(c2c1=O)CCC(C)C3 (configuration not stated)	-4.0	-2.3	-0.4	-3.4	-10.0	-9.1	-2.5	2.4	1.2	3.1

Source: PubChem (several laboratories)
